Screening data from PubChem.
BLM helicase inh: qHTS Assay for Inhibitors of Bloom's syndrome helicase (BLM); recombinant BLM DNA unwinding, fluorescence dequenching; Potency, µM (highest dose often 56.1 µM), inactives show top-dose activity change, negative = inhibition, most hits filed as inhibitors; 0.2% of 350,000 active;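 also: plate controls were vehicle for no effect and no enzyme for full effect; nearly all actives have a fitted effect of over 35% in size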
Target sequence (P54132 whole entry, looked up): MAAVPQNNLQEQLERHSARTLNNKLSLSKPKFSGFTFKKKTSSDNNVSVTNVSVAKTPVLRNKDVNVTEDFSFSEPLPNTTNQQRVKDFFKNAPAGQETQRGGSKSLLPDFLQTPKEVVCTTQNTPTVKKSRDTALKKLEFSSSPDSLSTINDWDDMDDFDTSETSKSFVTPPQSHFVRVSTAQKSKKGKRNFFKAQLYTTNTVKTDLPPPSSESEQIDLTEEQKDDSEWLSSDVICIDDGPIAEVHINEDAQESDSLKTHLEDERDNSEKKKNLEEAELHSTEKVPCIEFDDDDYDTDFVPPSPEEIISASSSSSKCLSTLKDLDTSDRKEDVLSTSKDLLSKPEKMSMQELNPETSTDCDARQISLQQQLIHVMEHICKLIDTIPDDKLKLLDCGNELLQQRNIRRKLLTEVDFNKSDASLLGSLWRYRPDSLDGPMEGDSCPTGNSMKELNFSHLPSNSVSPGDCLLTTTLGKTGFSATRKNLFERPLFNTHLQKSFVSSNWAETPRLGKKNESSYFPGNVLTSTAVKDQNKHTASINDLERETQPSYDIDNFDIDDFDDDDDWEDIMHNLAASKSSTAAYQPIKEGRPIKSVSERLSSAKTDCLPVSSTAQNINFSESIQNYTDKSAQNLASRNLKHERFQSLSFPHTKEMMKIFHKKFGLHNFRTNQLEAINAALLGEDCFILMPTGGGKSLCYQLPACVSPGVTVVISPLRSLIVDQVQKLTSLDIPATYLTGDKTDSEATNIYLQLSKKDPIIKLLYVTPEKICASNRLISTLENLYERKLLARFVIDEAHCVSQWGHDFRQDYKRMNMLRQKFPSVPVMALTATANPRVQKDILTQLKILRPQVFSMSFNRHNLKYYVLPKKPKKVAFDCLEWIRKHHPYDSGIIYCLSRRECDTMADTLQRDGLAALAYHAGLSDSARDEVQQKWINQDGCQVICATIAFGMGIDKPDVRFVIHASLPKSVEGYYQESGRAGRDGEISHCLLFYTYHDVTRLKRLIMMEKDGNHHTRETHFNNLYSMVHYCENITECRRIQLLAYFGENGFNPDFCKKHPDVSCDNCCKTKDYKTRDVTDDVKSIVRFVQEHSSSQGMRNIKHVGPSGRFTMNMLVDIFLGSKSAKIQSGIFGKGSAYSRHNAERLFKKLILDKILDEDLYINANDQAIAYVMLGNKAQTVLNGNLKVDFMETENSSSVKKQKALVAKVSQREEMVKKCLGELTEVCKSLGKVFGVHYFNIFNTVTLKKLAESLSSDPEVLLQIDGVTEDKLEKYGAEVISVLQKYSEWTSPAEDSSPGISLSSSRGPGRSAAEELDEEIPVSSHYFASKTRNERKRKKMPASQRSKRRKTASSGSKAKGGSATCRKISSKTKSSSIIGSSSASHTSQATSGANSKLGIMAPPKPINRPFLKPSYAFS
Pol iota inh: qHTS for Inhibitors of Polymerase Iota. Pol iota fluorescent replication assay, 10 min. Potency, µM (top dose mostly 115 µM), without a hit: at the highest dose activity, negative = inhibition, actives largely listed as inhibitors. 1% of 390,000 active
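Pol iota at 10 nM preincubated 15 min with compounds at room temperature; reaction started with fluorescent substrate, 50 nM final. Fluorescence read kinetically at 0 and 10 min; buffer-only wells as negative control.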
G9a block: qHTS Assay for Inhibitors of Histone Lysine Methyltransferase G9a; Histone-lysine N-methyltransferase EHMT2 (Homo sapiens), Q96KQ7; G9a H3K9 monomethylation, AlphaScreen, 2 h; Potency, µM (titrated, usually from 102 µM), without a hit: top-dose activity, negative = inhibition, hits mostly inhibitors; 8.8% of 350,000 active; AID 504332, 2011; also: % is scaled to controls: 0 for no effect and ±100 for the full control effect; nearly all actives have a fitted effect of over 75% in size
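Compounds were preincubated with 20 nM G9a for 15 min, after which biotinylated H3K9 peptide (500 nM) and SAM (20 uM) started a 2 h room-temperature reaction. Monomethylated product was quantified by antibody-based AlphaScreen chemiluminescence.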
POLB inh: qHTS Assay for Inhibitors of DNA Polymerase Beta; 1.3% of 340,000 active; P06746; Pol beta primer extension/strand displacement, fluorescence kinetic; Potency, µM (top dose mostly 114 µM), without a hit: at the top dose activity change, negative = inhibition, hits mostly inhibitors; also: % is scaled to controls: 0 for no effect and ±100 for the full control effect
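Human Pol beta at 10 nM; strand-displacement substrate 50 nM final. Compound exposure 15 min at room temperature before start, reaction 10 min at room temperature.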
BAZ2B inh: qHTS Assay for Inhibitors of BAZ2B. Bromodomain adjacent to zinc finger domain protein 2B (Homo sapiens), Q9UIF8. AlphaScreen BAZ2B-H3K14Ac peptide displacement. Potency, µM (highest dose often 114 µM), for the others: at the highest dose activity change, negative = inhibition, hits mostly inhibitors. 4.4% of 360,000 active. AID 504333, 2011; also: % is scaled to controls: 0 for no effect and ±100 for the full control effect; nearly all actives have a fitted effect of over 60% in size
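Protein-peptide AlphaScreen: BAZ2B 50 nM, b-H3K14Ac 50 nM, 1x PBS pH 7.4 + 0.01% Tween-20. Preincubation 30 min RT; cpd 30 min RT (top 110 uM); beads 20 min RT, light-protected.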
Pol eta inh: qHTS for Inhibitors of Polymerase Eta; DNA polymerase eta (Homo sapiens), Q9Y253; recombinant Pol eta, fluorescent DNA replication assay; Potency, µM (series often up to 114 µM), for inactives: at the highest dose activity change, negative = inhibition, hits mostly inhibitors; 1.2% of 390,000 active; also: % is scaled to controls: 0 for no effect and ±100 for the full control effect
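Pol eta at 10 nM preincubated with compounds 15 min at room temperature; reaction started with fluorescent substrate (50 nM final) and read kinetically at 0 and 10 min.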
POLK inh: qHTS for Inhibitors of Polymerase Kappa; DNA polymerase kappa (Homo sapiens), Q9UBT6; purified Pol kappa, fluorescent DNA synthesis assay, 10 min; Potency, µM (top dose mostly 107 µM), inactives show at the top dose activity, negative = inhibition, most hits filed as inhibitors; 0.53% of 400,000 active; AID 588579, 2011; also: % is scaled to controls: 0 for no effect and ±100 for the full control effect
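Kinetic fluorescence readout at 0 and 10 min followed reaction start with substrate at 50 nM final. Beforehand, enzyme (10 nM Pol kappa) stood 15 min with compound at room temperature; buffer-only wells were negative controls.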
JMJD2A Tudor: qHTS Assay for Inhibitors of JMJD2A-Tudor Domain; AlphaScreen JMJD2A-Tudor / H3K4me3 peptide binding; AID 504339, 2011; Potency, µM (highest dose often 114 µM), inactives show at the highest dose activity change, negative = inhibition, actives largely listed as inhibitors; 4.4% of 390,000 active; Lysine-specific demethylase 4A (Homo sapiens), O75164; also: % is scaled to controls: 0 for no effect and ±100 for the full control effect; nearly all actives have a fitted effect of over 50% in size
APEX1 inh: qHTS Assay for Inhibitors of the Human Apurinic/apyrimidinic Endonuclease 1 (APE1). 0.35% of 350,000 active. Potency, µM (doses to about 65.8 µM), for the others: top-dose activity change, negative = inhibition, hits mostly inhibitors. DNA repair nuclease/redox regulator APEX1 (Homo sapiens), P27695. AID 2517, 2012. recombinant APE1, TAMRA/BHQ-2 abasic DNA cleavage fluorescence;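 also: plate controls were vehicle for no effect and reference inhibitor for full effect; nearly all actives have a fitted effect of over 55% in size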
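Activity was derived from the fluorescence gain between first and third kinetic reads (60 s intervals, ex 525/em 598 nm) after 50 nM THF-abasic TAMRA/BHQ-2 duplex was added to 0.75 nM APE1 preincubated 15 min with compound.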
Numbers without * were called inactive; ? = inconclusive; . = not tested or not shown; & = joins results of further samples; [ ] = dose if it differs, or a comment. Calls follow the shape of the dose curve; as a rule, active = well fitted curve in the direction sought with a large enough effect; inconclusive = small, poorly fitted or top-dose-only effect, or another doubt; inactive = no such curve, though single readings can be large; an effect the other way counts as inactive or inconclusive. Potency is read from the fitted curve at half-maximal effect.

No.	SMILES	BLM helicase inh	Pol iota inh	G9a block	POLB inh	BAZ2B inh	Pol eta inh	POLK inh	JMJD2A Tudor	APEX1 inh
1	COc1cccc(C(=O)Nc2ccc(NC(=O)C3CC3)cn2)c1	2%	21%	47%[12.7 µM]	38%	6%	11%	-5%	-2%	0%
2	CCOC(=O)N1CCN(S(=O)(=O)N2CCCC(C(=O)NCCc3ccc(OC)c(OC)c3)C2)CC1 (stereo not given)	0%	22%	6%	62%	-11%[57.1 µM]	-5%	5%	-6%	11%
3	CCOc1ccc(CNS(=O)(=O)c2cc3c(cc2C)NC(=O)CO3)cc1	-1%	-8%	5%[59 µM]	24%	0%	2%	2%[60.1 µM]	-13%	.
4	CCCCc1nn2c(=O)cc(COC(=O)c3cccc(Cl)c3)nc2s1	0%	-6%	12%[59 µM]	4%	-2%	1%	0%	-12%	.
5	CCN1C=C(Cc2ccc(OC)cc2)C2=C(C1)C(c1ccc(OC)cc1)C(C#N)=C(N)O2 (stereo not given)	-9%	-6%	?	12%	45µM*	-20%	-12%	?	9%
6	Cn1c(SCC(=O)NCc2ccco2)nnc1C1CCCC1	-2%	28%	6%	12%	-15%	-1%	-3%	-13%	-1%
7	COc1ccc(C2=CC3=C(Br)C(=O)C(C)(OC(=O)C4CCCC4)C(=O)C3=CO2)cc1 (stereo not given)	-4%&-25%	40µM*	21%[12.7 µM]	35µM*	79µM*	45µM*	79µM*	50µM*	-1%&7%
8	O=C(Nc1ccc(F)cc1)c1cnc(-c2ccccc2)nc1-c1ccccc1	-4%	-5%	6%	14%	-2%	-13%	-16%	-1%	-2%
9	CCN(CC(=O)Nc1ccc(NC(C)=O)cc1)C(=O)Cc1coc2cc(C)c(C)cc12	.	2%	50µM*	.	6%	-24%	8%	-15%	8%
10	CC(C)(C)c1ccc(OCCC(=O)NCC(c2cccs2)N2CCOCC2)cc1 (stereo not given)	.	25%	-8%	.	8%	-19%	-4%	-23%	8%
11	c1ccc(CNc2nnnn2-c2ccccc2)cc1	-3%	8%	25%[59 µM]	-1%	4%	-8%	-3%	-17%	0%
12	CCc1cccc(C)c1NC(=O)CN1C(=O)c2ccccc2Sc2ncccc21	-4%	-19%	-5%[59 µM]	18%	-13%	1%	-5%	-15%	.
13	COC(=O)c1ccccc1NC(=O)CC#N	-6%	8%	9%[59 µM]	14%	1%	-14%	-11%	3%	0%
14	COc1ccc(-c2c([C@H]3[C@@H]4C=CCC[C@@]4(C)C(=O)N3Cc3ccccc3)ccc3ccccc23)cc1OC	-7%	46%[activator]	6%[59 µM]	-20%	-28%	-23%	6%	-36%	0%
15	O=C(N/N=C/C(Cl)=C/c1ccccc1)c1cnccn1	2%	?	-3%[59 µM]	?	6%	-10%	5%	-8%[11.4 µM]	5%
16	N#Cc1cccc(NC(=O)N2CC[C@@]3(CCCN(C(=O)c4cnccn4)C3)C2)c1	0%	.	6%[12.7 µM]	.	.	.	-15%[60.1 µM]	.	1%
17	Cc1oc(-c2ccc(Cl)cc2)nc1CN1CCCC(C(=O)NCCCN2CCCC2=O)C1 (stereo not given)	2%	-16%	17%	14%	2%	-17%	6%	-3%	3%
18	C=CCNS(=O)(=O)c1ccc2c(c1)n(C)c(=O)n2C	-2%	67%[activator]	16%[59 µM]	45%	?	-10%	4%	-1%	22%
19	COc1cc2c(cc1OC)C(c1ccc(Br)cc1)CC(=O)N2 (stereo not given)	-5%	42%[activator]	-16%	-15%	?	-11%	1%	-31%	4%
20	CCOC(=O)N1CCc2c(sc(NCc3cccc(F)c3)c2C(=O)Nc2ccc(OC)cc2)C1	-7%	23%	?	-26%	79µM*	-10%	-25%[60.1 µM]	10µM*	.
21	O=C(c1ccc([N+](=O)[O-])cc1)N1CCCC1	-8%	29%	22%[59 µM]	0%	-2%	-4%	-15%	3%	-8%
22	Cc1ccc2nc3c(cc(C(=O)NCCc4ccccc4)c(=N)n3CCCN3CCOCC3)c(=O)n2c1	-1%	112%[activator]	9%	-10%	-17%	-19%	5%	-4%	55%[activator]
23	CCn1ccc(-c2ccccc2)c(C#N)c1=O	-2%	36%[activator]	-8%	51%	-8%	-20%	7%	-2%	15%
24	CC(=O)Nc1ccc2nc(CN3CCN(CC(C)C)C(CCO)C3)ccc2c1 (stereo not given)	0%	-4%	-6%	17%	-17%	-5%	-4%	-6%	-3%
25	NC(=O)C(CCC(=O)c1ccc(Br)cc1)S(=O)(=O)c1ccccc1 (stereo not given)	-6%	172%[activator]	11%	44%	-4%	-18%	3%	-12%	2%
26	CCC(NS(=O)(=O)c1ccc(OC)cc1)C(=O)NCCc1ccccc1 (stereo not given)	-1%	10%	9%	26%	-13%	-13%	4%	-6%	6%
27	O=C(c1ccc2c(c1)OCO2)N1CCN(S(=O)(=O)N2CCCCC2)CC1	-1%	54%[activator]	-35%	17%	-22%	-15%	-7%	-18%	48%[activator]
28	CC1CCCCN1C(=O)CSc1nc2ccccc2nc1Cc1ccccc1 (stereo not given)	-8%	-4%	10%[59 µM]	7%	14%	12%	-2%[60.1 µM]	14%	.
29	CC(C)CCNC(=O)c1ccc(OC2CCN(S(=O)(=O)N(C)C)CC2)cc1	-4%	118%[activator]	-3%	3%	-6%	-17%	2%	-18%[57.1 µM]	5%
30	CCOc1ccc(Br)cc1S(=O)(=O)Nc1ccc(C(=O)OCC(=O)Nc2ccc(C#N)cc2)cc1	-9%	-14%	.	37%	-12%	-5%	-9%	-12%	5%
31	CCc1ccc(NC(=O)CC2C(=O)N(c3cccc(C)c3)C(=O)N2Cc2ccc(F)cc2)cc1 (stereo not given)	-13%	-1%	-8%[59 µM]	15%	-16%	0%	1%	-3%	.
32	COc1ccccc1OCC(=O)Nc1sc2c(c1C(N)=O)CCC2	.	?	.	.	.	?	?	?	-16%
33	O=C(N/N=C/c1ccc(Cl)c([N+](=O)[O-])c1)c1ccc2c(c1)OCCO2	.	-24%	.	.	.	?	-10%	-26%[11.4 µM]	.
34	CC(C)(C)C1CCC(OC(=O)C[N+]2(C)CCCCC2)CC1 (stereo not given)	-7%	44%[activator]	-30%	21%	-14%	-17%	0%	-14%	8%
35	O=C(c1cnccn1)N1CCC2(CC1)CCN(C(c1ccccc1)c1ccccc1)CC2	2%	.	-18%[12.7 µM]	.	.	.	-10%[60.1 µM]	.	-6%
36	COC(=O)c1ccccc1NC(=O)[C@H]1O[C@@H]2OC(C)(C)O[C@@H]2[C@H]2OC(C)(C)O[C@H]21	-5%	-10%	-31%[59 µM]	8%	-2%	-18%	-4%	-15%	.
37	COc1cc(NC(=O)c2cnn3c(C(F)F)cc(C4CC4)nc23)c(OC)cc1Cl	0%	20%	-28%	13%	-13%	0%	-3%	4%	-2%
38	Cc1cc(C)cc(N2C(=O)CC(n3ccnc3)C2=O)c1 (stereo not given)	-4%	2%	-6%[59 µM]	18%	-3%	-12%	-13%	-17%	11%
39	O=C(O)c1ccc(Nc2nc(-c3cccnc3)cs2)cc1O	-11%	-15%	-8%	-20%	-33%	0%	-30%	-13%	29%
40	COC(=O)c1cc(C(=O)OCC(=O)NC2CCS(=O)(=O)C2)cc([N+](=O)[O-])c1 (stereo not given)	-1%	61%[activator]	-8%	8%	-17%	-21%	6%	-8%	-3%
41	CN(C)CCOC(=O)CC12CC3CC(C1)CC(CC(=O)OCCN(C)C)(C3)C2	-9%	-19%	-3%	-19%	-37%	-4%	-6%	-8%	10%
42	Cc1nc(-c2ccc(O)c(O)c2)cs1	0%	6%	1.4µM*	?	-36%	-21%	-4%	4µM*	3.2µM*
43	CCCCCC1CC(CC(=O)O)C(=O)O1 (stereo not given)	-1%	15%	1%[59 µM]	-1%	2%	-5%	-1%	-5%	0%
44	CCCOc1ccc(-c2c(C(=O)N/N=C/c3ccccc3OCC)nnn2-c2nonc2N)cc1	-6%	-2%	18%	0%	-19%	-8%	3%	-10%	12%
45	O=C(N/N=C/c1cccc2ccccc12)c1cc(C2CC2)[nH]n1	-6%	23%	12%	-2%	-20%[57.1 µM]	-13%	-11%	-13%	2%
46	O=c1c([N+](=O)[O-])c(N2CCOCC2)c2ccccc2n1Cc1ccccc1	-4%	147%[activator]	-34%	2%	-33%	-7%	-2%	?	-1%
47	O=C(O)CC1SC(=Nc2cccc(C(F)(F)F)c2)NC1=O (stereo not given)	-1%	10%	-22%	9%	4%	8%	-7%	-11%	-4%
48	N#C/C(=C\c1ccc(-c2ccccc2C(=O)O)o1)c1nc2ccccc2[nH]1	-12%&-8%	36%&-2%	40µM*	-21%&-24%	79µM*	?	-23%&-42%	20µM*	5%
49	CN(C(=S)Nc1cccnc1)c1ccc(O)cc1	-3%	?	1.6µM*	3%	-10%	3%	-28%	?	?

An excerpt from above in order of SMILES length, rising.
No.	SMILES	BLM helicase inh	Pol iota inh	G9a block	POLB inh	BAZ2B inh	Pol eta inh	POLK inh	JMJD2A Tudor	APEX1 inh
49	CN(C(=S)Nc1cccnc1)c1ccc(O)cc1	-3%	?	1.6µM*	3%	-10%	3%	-28%	?	?
45	O=C(N/N=C/c1cccc2ccccc12)c1cc(C2CC2)[nH]n1	-6%	23%	12%	-2%	-20%[57.1 µM]	-13%	-11%	-13%	2%
46	O=c1c([N+](=O)[O-])c(N2CCOCC2)c2ccccc2n1Cc1ccccc1	-4%	147%[activator]	-34%	2%	-33%	-7%	-2%	?	-1%
41	CN(C)CCOC(=O)CC12CC3CC(C1)CC(CC(=O)OCCN(C)C)(C3)C2	-9%	-19%	-3%	-19%	-37%	-4%	-6%	-8%	10%
44	CCCOc1ccc(-c2c(C(=O)N/N=C/c3ccccc3OCC)nnn2-c2nonc2N)cc1	-6%	-2%	18%	0%	-19%	-8%	3%	-10%	12%

Some of the compounds tested; the hit share may differ from the screen's.
